Screening data: PubChem, National Center for Advancing Translational Sciences (NCATS)
GCN5L2 inh: qHTS Assay for Inhibitors of GCN5L2. Histone acetyltransferase KAT2A (Homo sapiens), Q92830. GCN5L2 HAT assay, ThioGlo1 CoA-SH fluorescence. Potency, µM (doses to about 58.9 µM), inactives show at the highest dose activity change, negative = inhibition, usual class: inhibitors. actives 0.21% (n = 390,000). AID 504327, 2011
Target sequence (Q92830 whole entry, looked up): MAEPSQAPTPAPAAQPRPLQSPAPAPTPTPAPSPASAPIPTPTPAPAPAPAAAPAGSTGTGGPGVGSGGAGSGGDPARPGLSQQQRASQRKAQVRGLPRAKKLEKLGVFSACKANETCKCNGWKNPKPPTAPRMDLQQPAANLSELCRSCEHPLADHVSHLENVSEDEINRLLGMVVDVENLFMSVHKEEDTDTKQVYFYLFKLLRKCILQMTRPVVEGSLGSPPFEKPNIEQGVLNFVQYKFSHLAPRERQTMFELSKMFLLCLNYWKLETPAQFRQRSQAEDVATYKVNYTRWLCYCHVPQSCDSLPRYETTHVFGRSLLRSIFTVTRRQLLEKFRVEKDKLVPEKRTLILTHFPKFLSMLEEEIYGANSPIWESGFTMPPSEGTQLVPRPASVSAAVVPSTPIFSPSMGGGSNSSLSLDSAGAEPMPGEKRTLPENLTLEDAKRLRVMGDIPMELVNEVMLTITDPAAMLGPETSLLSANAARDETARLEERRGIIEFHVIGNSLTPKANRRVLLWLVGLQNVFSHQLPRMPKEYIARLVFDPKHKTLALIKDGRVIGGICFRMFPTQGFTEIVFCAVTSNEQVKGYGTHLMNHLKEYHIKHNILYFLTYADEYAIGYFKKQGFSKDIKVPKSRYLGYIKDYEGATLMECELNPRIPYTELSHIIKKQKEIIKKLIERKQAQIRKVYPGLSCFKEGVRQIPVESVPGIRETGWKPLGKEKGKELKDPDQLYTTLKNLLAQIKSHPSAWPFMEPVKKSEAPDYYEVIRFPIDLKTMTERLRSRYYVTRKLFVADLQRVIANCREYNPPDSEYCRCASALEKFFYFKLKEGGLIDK
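GCN5L2 (20nM final) in 50mM HEPES, 0.1mM EDTA pH 7.5, 0.01% Tween-20 was preincubated 15 min at room temperature with compound, then given ThioGlo1 (50uM), H3(1-25) peptide (75uM) and acetyl-CoA (70uM); CoA-thiol fluorescence (Ex340/Em540) was read at 0 and 20 min.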
DT40 TDP1 no CPT: qHTS for Inhibitors of human tyrosyl-DNA phosphodiesterase 1 (TDP1): qHTS in cells in absence of CPT; DT40 Tdp1-/- hTDP1 cells, no CPT, ATP luminescence, 48 h; Potency, µM (titrated, usually from 46.2 µM), inactives show at the highest dose activity change, negative = growth inhibition, hits mostly inhibitors; actives 15% (n = 420,000); AID 686978, 2013; further: nearly all actives have a fitted effect of over 55% in size
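Chicken DT40 Tdp1-/- cells complemented with human TDP1, screened without camptothecin (DMSO vehicle only), 400 cells/well. Compounds pin-transferred, cells incubated at 37 °C for at least 48 hr. Growth read as ATP-dependent luminescence (CellTiter-Glo, 30 min at RT).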
DT40 TDP1 CPT: qHTS for Inhibitors of human tyrosyl-DNA phosphodiesterase 1 (TDP1): qHTS in cells in presence of CPT | chicken DT40 Tdp1-/-;hTDP1 cells + 20 nM CPT, ATP luminescence, 48 h | Potency, µM (doses to about 46.2 µM), for inactives: at the top dose activity change, negative = growth inhibition, most hits filed as inhibitors | actives 12% (n = 420,000) | AID 686979, 2013; further: nearly all actives have a fitted effect of over 55% in size
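Cell growth measured by CellTiter-Glo luminescence after a minimum 48 h, 37 C compound exposure with 20 nM CPT in Tdp1-knockout DT40 cells stably expressing hTDP1, seeded 400/well; qHTS titration format.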
* marks the source's active call; other numbers are inactive results; ? = inconclusive; . = not tested or not shown; & = joins results of further samples; [ ] = another dose, or the depositor's remark. The call rests on the fitted dose curve; in most records, active means well fitted curve in the direction sought with a large enough effect; inconclusive means small, poorly fitted or top-dose-only effect, or another doubt; inactive means no such curve, though single readings can be large; an effect the other way counts as inactive or inconclusive. On the % scale 0 is the no-effect control and ±100 the full control effect; potency means the concentration at half of the fitted maximal effect.

Sample of the layout, six compounds:
Values run as follows: GCN5L2 inh | DT40 TDP1 no CPT | DT40 TDP1 CPT
Cc1cc(C)cc(C(=O)NC(CC(N)=O)c2ccc(N3CCC(N4CCCCC4)CC3)c([N+](=O)[O-])c2)c1 (stereo not given)
→ 2% | 3% | 2%
Cc1ccc(CNC(=O)C2CCN(S(=O)(=O)N3CCCCC3)CC2)cc1
→ -3%&1% | ? | ?
CC(C)COC(=O)Cn1nnc2sc(-c3ccccc3)cc2c1=O
→ -2% | -23% | -23%
O=C(CN(c1ccc(Cl)c(C(F)(F)F)c1)S(=O)(=O)c1ccccc1)N1CCc2ccccc2C1
→ -13% | 16µM* | ?
COc1ccc(NC(=O)CCCc2nnc3n(C)c(=O)c4sccc4n23)cc1
→ -3% | -7% | -1%
Cc1ccc2nc(SCC(=O)c3c(N)n(C4CC4)c(=O)[nH]c3=O)[nH]c2c1
→ -14% | ? | -24%

The whole of this part, from the start:
Values run as follows: GCN5L2 inh | DT40 TDP1 no CPT | DT40 TDP1 CPT
Cc1cc(C)cc(C(=O)NC(CC(N)=O)c2ccc(N3CCC(N4CCCCC4)CC3)c([N+](=O)[O-])c2)c1 (stereo not given)
→ 2% | 3% | 2%
Cc1ccc(CNC(=O)C2CCN(S(=O)(=O)N3CCCCC3)CC2)cc1
→ -3%&1% | ? | ?
CC(C)COC(=O)Cn1nnc2sc(-c3ccccc3)cc2c1=O
→ -2% | -23% | -23%
O=C(CN(c1ccc(Cl)c(C(F)(F)F)c1)S(=O)(=O)c1ccccc1)N1CCc2ccccc2C1
→ -13% | 16µM* | ?
COc1ccc(NC(=O)CCCc2nnc3n(C)c(=O)c4sccc4n23)cc1
→ -3% | -7% | -1%
Cc1ccc2nc(SCC(=O)c3c(N)n(C4CC4)c(=O)[nH]c3=O)[nH]c2c1
→ -14% | ? | -24%
CC(C)CC1OC(C)CC2=C1C(=O)OC(C)(C)O2 (stereo not given)
→ . | -29% | -24%
COC(=O)Nc1ccc2ccc3c(NC(=O)OC)ccc4ccc1c2c43
→ . | ? | ?
Cc1ccc2nc(SCc3nnc(-c4ccccc4[N+](=O)[O-])o3)c(C#N)cc2c1
→ -9% | ? | ?
CC(NC(=S)Nc1ccc(OC(F)F)c(Cl)c1)C(C)(C)C (stereo not given)
→ -2% | ? | ?
C/C(=N\NC(=O)c1cccc(S(=O)(=O)N2CCOCC2)c1)c1ccco1
→ -25% | -6% | -14%
CSc1ccc(C2NC(=O)CCC2[N+](=O)[O-])cc1 (stereo not given)
→ 11% | 15% | 0%
Cc1ccccc1C(=O)Nc1ccc(Br)cn1
→ -3% | 21µM* | 9.2µM*
CCOC(=O)c1ccc(NC(=O)CSc2nnc(CC)o2)cc1
→ -20% | 9% | -4%
O=C(NCc1ccco1)c1ccc(OCC2CCCO2)cc1 (stereo not given)
→ 3% | -4% | -6%
COc1ccc(-c2cc(C(=O)Nc3cccnc3Cl)no2)cc1
→ -5% | -2% | -1%
COc1ccc(Oc2ncc3nc(-c4cccs4)c(=O)n(CCC#N)c3n2)cc1
→ -20% | -30% | -33%
COc1cc(/C=C(\C#N)c2nc3ccccc3n2C)cc(OC)c1OC
→ -5% | 12µM* | 29µM*
Cc1cc(C)n(CC(O)COc2ccc(C(C)(C)C)cc2)n1 (stereo not given)
→ 1% | ? | ?
O=C(Nc1ccc2oc(-c3cccnc3)nc2c1)c1cccnc1
→ -8% | ? | -24%
COc1ccc(-c2ccc(CN3C(C(C)C)C(=O)N(Cc4cn(Cc5ccco5)nn4)CCS3(=O)=O)cc2)cc1OC (stereo not given)
→ . | ? | ?
Cc1nn(-c2ccc(Cl)cc2)c2[nH]c(CCl)cc(=O)c12
→ -2% | ? | -7%
CCn1c(SCc2nc3ccccc3s2)nc2cc(S(=O)(=O)N3CCOCC3)ccc21
→ . | ? | 29µM*
COc1ccc(C(=O)NCC(c2ccco2)N2CCCC2)cc1S(=O)(=O)N1CCCCC1C (stereo not given)
→ -1% | -10% | -23%
Cc1ccc(NS(=O)(=O)c2ccc(N3C(=O)CCC3=O)cc2)cc1
→ -5%[0.501 µM] | -14% | -15%
COc1ccc(OC)c(NC(=O)CN2c3cccc4cccc(c34)S2(=O)=O)c1
→ -14% | ? | ?
COC(=O)c1cn(-c2ccc(Cl)cc2)c(=O)c2ccccc12
→ 1% | -29% | -19%
CCCN(C(=O)c1cc(S(=O)(=O)N2CCc3ccccc32)cn1C)c1ccc(OCC)cc1
→ -3% | 21µM* | ?
COc1ccc(OCc2cc(C(=O)NC(C)Cc3cccnc3)no2)c(Cl)c1 (stereo not given)
→ -3% | 23µM* | ?
CCc1cc2c(=O)c(-c3nc4ccccc4[nH]3)coc2cc1OC(=O)N1CCOCC1
→ 62%[activator] | ? | -17%
CN(c1ccc(O)cc1)c1nc(-c2cccnc2)cs1
→ 2% | -28% | -24%
CN(C)c1ccc(/C=C(\C#N)c2nc3ccccc3c(=O)[nH]2)cc1
→ -5% | -10% | -6%
CCCCc1ccc(NC(=O)Nc2cccnc2)cc1
→ -12% | -30% | ?
COc1cccc(CN2CCNC(=O)C2CC(=O)NCCn2nc(C)cc2C)c1OC (stereo not given)
→ -1% | 12% | -11%
O=C(O)Cn1nc(C(F)(F)F)c2c1CCCC2
→ -8% | 3% | 17%
COc1cc2c(cc1OC)CN(C(=O)CNC(=O)c1ccc(OC(F)F)cc1)CC2
→ 1% | -9% | 10%
CCN(CC)CCCN1C=C2C(=O)C(C)(OC(=O)C3CCCC3)C(=O)C(c3ccccc3)=C2C=C1CCCC(=O)OC (stereo not given)
→ 11% | 1% | -8%
Fc1ccc(OCc2nn3cnnc3s2)cc1
→ -10% | -4% | ?
C#CCOCC1CN(c2ccccc2)C(=O)O1 (stereo not given)
→ . | 14% | -4%
COc1ccc(/C=C/C(=O)OCC(=O)NCc2cccs2)cc1OC
→ 1% | -1% | -22%
CC[C@H]1c2[nH]c3ccccc3c2C[C@H]2C(=O)N(c3ccc(F)cc3)C(=O)N21
→ -13% | ? | ?
N/C(=N\OC(=O)CCCc1ccccc1)c1ccccn1
→ -3% | 1% | -4%
CCOc1ccc(C2/C(=C(\O)c3ccc4c(c3)OCCO4)C(=O)C(=O)N2CCCN2CCOCC2)cc1OC (stereo not given)
→ -6% | ? | ?
CCS(=O)(=O)Nc1ccc(C2=NN(C(=O)c3ccco3)C(c3cccs3)C2)cc1 (stereo not given)
→ -7% | ? | ?
COc1ccccc1NC(=O)CSc1nc2sc3c(c2c(=O)n1-c1ccccc1)CCN(C)C3
→ -14% | ? | ?
COc1ccc(CN2CC(C(=O)NCCCOC(C)C)CC2=O)cc1 (stereo not given)
→ -1% | -13% | -5%
Nc1cc(C(=O)c2ccccc2)ccc1[N+](=O)[O-]
→ -17% | 0% | -6%
Cn1c(=O)cc(C(=O)N/N=C/c2ccc(Cl)cc2)[nH]c1=O
→ -6% | -2% | -106%
CCOC(=O)N1CCC(N2C(=O)c3ccc(C(=O)NCc4ccco4)cc3C2=O)CC1
→ -3% | 7% | 6%
O=C(CN1C(=O)NC2(CCCCC2)C1=O)Nc1cc(C(F)(F)F)ccc1N1CCOCC1
→ 6% | ? | ?
CC(=O)Nc1cnn(Cc2ccc(Br)cc2)c1
→ -3% | -5% | 0%
Cc1ccccc1COCCN1CCN(S(=O)(=O)c2ccccc2)CCC1=O
→ -6% | -26% | -18%
Cc1cc(C)c(C(N)=O)c(SCC(=O)c2cc(C)n(-c3cc(C)on3)c2C)n1
→ 0% | 0.52µM* | 1.2µM*
CCN(Cc1ccccc1)C(=O)CN1C(=O)CSc2ccc(S(=O)(=O)N(CC)CC)cc21
→ -2% | ? | ?
CCOC(=O)CSc1nc2c(c(=O)[nH]c(=O)n2C)n1C/C=C(/C)Cl
→ -5% | -25% | 3%
Cc1ccc(N=C2NC(=O)C(CO)(CO)S2)cc1
→ -1% | 10% | -2%
CCOC(=O)N1CCN(c2ncnc3scc(-c4ccccc4)c23)CC1
→ -2% | 8.2µM* | 15µM*
CC1Cc2cc(/C(O)=C3/C(=O)C(=O)N(CCCn4ccnc4)C3c3cccc([N+](=O)[O-])c3)ccc2O1 (stereo not given)
→ -5% | 1% | -1%
Cc1nnc(NC(=O)C2CCN(S(=O)(=O)c3ccc(F)c(Cl)c3)CC2)o1
→ 0% | 7% | -2%
COc1ccccc1NS(=O)(=O)c1cccc(C(=O)NCC(c2cccs2)N(C)C)c1 (stereo not given)
→ . | -17% | ?

Continued.
Values run as follows: GCN5L2 inh | DT40 TDP1 no CPT | DT40 TDP1 CPT
COc1cc(C(=O)Nc2cccc(C)c2C)c(Br)c(OC)c1OC
→ -1% | 7% | -2%
CC(C)CCN(CCC(C)C)C(=O)Cc1c(O)c2ccccc2[nH]c1=O
→ -1% | -16% | 0%
CCNc1nc(NCC)nc(OCCOC(=O)c2ccccc2)n1
→ -1% | -12% | -14%
CCCN1CNc2c(c(=O)[nH]c(=S)n2CCc2cc(C)ccc2C)C1
→ . | 13µM* | ?
CCOC(=O)C1=C(CN2CCN(C(=O)c3ccco3)CC2)NC(=O)NC1c1ccc(Cl)cc1 (stereo not given)
→ -6% | ? | ?
OC1(c2cccnc2)CCN(Cc2ccc3c(c2)CN(Cc2cc4ccccc4s2)CCO3)CC1
→ . | 16µM* | -2%[9.04 µM]
CCCC[C@@]1(C2CCCC2)Cc2cc(OCC(=O)O)c(Cl)c(Cl)c2C1=O
→ -21%&-2% | ? | -11%
O=C(O)CCc1ccc(-c2ccccc2)n1NC(=O)c1cccs1
→ 4% | -4% | -5%
COCCCNC(=O)CC(NS(=O)(=O)c1ccc(OC)cc1)c1ccc(OC)cc1 (stereo not given)
→ 2% | 2% | -2%
CCCN(CCC)CCNc1c(N2CCN(C(=O)OCC)CC2)c(=O)c1=O
→ 0% | -7% | 7%
Cc1ccc(S(=O)(=O)c2c(O)cc(C)c(NS(=O)(=O)c3ccc(Br)cc3)c2C)cc1
→ -10% | ? | ?
O=C(c1ccc(F)cc1)C1CCN(C(=O)Nc2ccc(F)cc2F)CC1
→ 0% | ? | -18%
CN(C)C(CNC(=O)C1CC(=O)N(Cc2ccccc2)C1)c1ccccc1 (stereo not given)
→ 10% | -16% | -4%
O=C(NOC(=O)c1ccccc1Cl)c1cccs1
→ 0% | -4% | -14%
COc1ccc(NC(=O)CN(c2cccc(C)c2C)S(=O)(=O)c2ccccc2)cc1OC
→ -6% | ? | 23µM*
COc1ccc(NC(=O)CC(C(=O)O)N2CCCCC2)cc1 (stereo not given)
→ -9% | -3% | 3%
Cc1ccc(-c2csc(SCC(=O)c3c(N)n(C4CC4)c(=O)[nH]c3=O)n2)cc1
→ -3% | -12% | 4%
COc1cc(OC)cc(C(=O)NC2CC3CCC(C2)N3Cc2ccco2)c1 (stereo not given)
→ 4% | -2% | 2%
O=S(Cc1ccccc1)c1ccccc1 (stereo not given)
→ . | -5% | -10%
CC1=C(C(=O)OCCC(C)C)C(c2ccc3c(c2)OCO3)NC(=O)N1 (stereo not given)
→ -8% | ? | ?
Cc1ccc(SCC2=NNC(=O)C2)cc1
→ -3% | -9% | -7%
COc1ccc(NC(=O)/C(=C\c2ccncc2)NC(=O)c2ccccc2)cc1
→ -6% | -6% | 4%
CCOC(=O)c1cc(C#N)c(Nc2ccccc2OC)nc1C(F)(F)F
→ -11% | -14% | 0%
CC(NCc1ccccc1O)c1ccccc1 (stereo not given)
→ -2% | 22% | -15%
CN(C)c1ccc(N2C(=NC(=O)CC3CCCCC3)SC3CS(=O)(=O)CC32)cc1 (stereo not given)
→ -6% | 2% | -8%
CC(C)C(=O)Nc1cccc(COc2ccc(CN(CCc3ccccc3)C(=O)OC(C)(C)C)cc2)c1
→ . | 13µM* | 26µM*
Cc1ccc2c(c1)c(=O)c1ccccc1n2CCCC(=O)Nc1ccc(C)c(C)c1
→ -11% | 23µM* | 23µM*
CCOC(=O)C(CCC#N)(CCC#N)C(=O)OCC
→ -4% | 3% | 1%
O=C(c1cccc(Br)c1)N1CCCC1
→ -26%[0.501 µM] | 0% | -22%
O=C(COC(=O)Cc1cccc(C(F)(F)F)c1)Nc1ccc2[nH]c(=O)[nH]c2c1
→ 1% | 2% | 5%
COc1ccc(CCNc2ncnc3[nH]ncc23)cc1OC
→ -4% | 15µM* | 15µM*
c1csc(C(c2nnnn2C2CCCC2)N2CCOCC2)c1 (stereo not given)
→ 0% | -2% | -10%
COc1ccc(-n2c(SCC#N)nnc2-c2cccnc2)cc1
→ -3% | -5% | -1%
CSc1ccc(C(O)c2ncc(-c3cccc(OCc4ccccc4)c3)[nH]2)cc1 (stereo not given)
→ . | ? | ?
